H9c2 TAG inh = reduces triacylglycerol accumulation in H9c2 cells; AID 651582; 230,000 compounds, 0.66% hits; Nile Red lipid (TAG) fluorescence; cells loaded with 200 µM oleic acid; inhibition, % at 12.5 µM;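 active = pattern-corrected inhibition of lipid staining of at least 50% with the nuclear-stain viability signal not falling by more than 50%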;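 note: 0% = DMSO wells and 100% = triacsin C control wells; some results filed as inactive read as strong as hits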
H9c2 TAG inh DAPI viability = recorded beside H9c2 TAG inh, whose call it bears; DAPI nuclei signal change (viability), lower = more cytotoxic, %;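 whole-well DAPI fluorescence read on a plate reader as a viability signal; minus 50 percent equals half of cells still viable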
Starred values were filed as active, the others as inactive.

mol,H9c2 TAG inh,H9c2 TAG inh DAPI viability
Cc1cc(C)c2c(c1)/C(=N/Nc1ccc(S(N)(=O)=O)cc1[N+](=O)[O-])CCC2,31,-13
Cc1cc2ncc(-c3cccc(Cl)c3)cn2n1,2,-2
COC(=O)c1cc2c(ccn2-c2ccc(F)cc2)n1CC(C)C,-50,12
CCOc1ccc2[nH]c(=O)c(C(c3nnnn3C3CCCCC3)N3CCN(CC)CC3)cc2c1 (stereo not given),-9,-5
O=C(O)c1cccc(S(=O)(=O)N2CCN(c3ccccn3)CC2)c1,19,-7
O=C(c1ccccc1)N1CCN(c2ncnc3c2cnn3-c2ccccc2)CC1,5,-17
COc1ccc(NC(=O)Nc2ccc3c(c2)C(=O)N([C@H](C)CO)C[C@H](C)[C@@H](CN(C)C(=O)Nc2ccccc2)O3)cc1,-4,3
CCCCn1c(N)c(N(CC)C(=O)CCNC(=O)c2ccc(Cl)cc2)c(=O)[nH]c1=O,5,3
CCCOC(=O)CSC1=C(C#N)C(c2ccccc2OC)C(C#N)C(=O)N1 (stereo not given),12,8
COc1ccc(C2Nc3ccccc3C(=O)N2NS(C)(=O)=O)cc1 (stereo not given),9,-8
COc1ccc(-c2sc3cc4c(cc3c2C#CC2(N)CCCCC2)OCO4)cc1,59*,14*
COc1cc(/C=C/C(=O)OCC(=O)NC2CC2)cc(OC)c1OC,-4,-4

Reprinted from the part before: three entries, followed by the next part.
mol,H9c2 TAG inh,H9c2 TAG inh DAPI viability
COc1ccc(C2Nc3ccccc3C(=O)N2NS(C)(=O)=O)cc1 (stereo not given),9,-8
COc1ccc(-c2sc3cc4c(cc3c2C#CC2(N)CCCCC2)OCO4)cc1,59*,14*
COc1cc(/C=C/C(=O)OCC(=O)NC2CC2)cc(OC)c1OC,-4,-4
CN1CCN(C(=O)c2cccc(-c3ccc4nncn4c3)c2)CC1,6,5
O=C(CN1CCN(Cc2ccccc2)CC1)Nc1ccc(Cl)cn1,8,3
COC(=O)c1cccc(Nc2nc(-c3cccnc3)nc3ccccc23)c1,32,2
Cc1cccc(C(=O)OCC(=O)Nc2ccc3c(c2)OCCO3)c1,-14,-1
Cc1[nH]c(=S)c(C#N)c(C)c1Cc1ccccc1,7,13
O=C(CCN1C(=O)/C(=C/c2ccccc2F)SC1=S)Nc1cccnc1,-5,-3
Cc1cc(C)n2nc(SCCOc3ccc(F)cc3)nc2n1,11,0
CN(C)/C=C/C(=O)C(F)(F)F,20,-17
COC(=O)CNC(=O)Cn1cnc2sc(C)c(S(=O)(=O)N3CCC(C)CC3)c2c1=O,-14,7
Cc1cc(=O)oc(C)c1C(=O)N1CCN(c2ccc(F)cc2)CC1,-6,2
Cc1ccc(S(=O)(=O)N2CCCCC2)cc1NC(=O)CN1C(=O)c2ccccc2S1(=O)=O,10,-7
CCC(C)c1ccccc1NS(=O)(=O)c1cnn(CC)c1 (stereo not given),-10,-7

(continued)
mol,H9c2 TAG inh,H9c2 TAG inh DAPI viability
Cc1csc(NC(=O)C(NS(=O)(=O)c2ccc(Br)s2)c2ccccc2)n1 (stereo not given),1,0
CSc1cccc(NC(=O)COc2ccccc2C)c1,-14,-12
COC(=O)CCSCC(=O)Nc1ccc(S(=O)(=O)N2CCOCC2)cc1OC,11,-2
O=C(NCCCN1CCOCC1)C(=O)NCC1OCCN1S(=O)(=O)c1ccc(F)cc1 (stereo not given),17,-7
CC(C)N1CCN(c2ccncc2S(=O)(=O)N2CCOCC2)CC1,12,11
O=C(NCC1CCCO1)c1cn(Cc2ccccc2)nc1-c1ccccc1 (stereo not given),10,-9
O=C(NNC(=O)c1ccc[nH]1)Nc1cccc(C(F)(F)F)c1,-9,7
COc1ccc(CNC(=S)Nc2ccc3nc(N4CCN(C)CC4)cc(C)c3c2)cc1,-4,11
O=C(NCc1nc2ccccc2[nH]1)C1=C[C@@H](c2ccccc2)C[C@@H](OCCCCO)O1,9,-13
Cc1ccccc1NC(=O)c1ccc(-n2cncn2)nc1,5,-3
C=CCC(C#Cc1ccc(C)cc1)N(CC)CC (stereo not given),-6,3
CCCCNC(C(=O)Nc1cccc(S(=O)(=O)N2CCOCC2)c1)c1ccccc1 (stereo not given),-7,2

The listing continues:
mol,H9c2 TAG inh,H9c2 TAG inh DAPI viability
COc1ccc(NC(=O)Cn2c(NCC(C)O)nc3ccccc32)cc1Cl (stereo not given),-5,-19
CC(CNC(=O)Cn1ccc(N)nc1=O)c1ccccc1 (stereo not given),13,-4
Cc1cc(C)cc(C(=O)NC(CC(N)=O)c2ccc(NCCN3CCCC3)c([N+](=O)[O-])c2)c1 (stereo not given),7,-2
O=C(CCS(=O)(=O)c1ccc(Cl)cc1)NCCC1=CCCCC1,12,-6
CC(C)(C)OC(=O)N1CC(O)CC1C(=O)OCC(=O)c1ccccc1 (stereo not given),-4,-1
O=C(Nc1ccc(Cl)cc1)N1CCc2[nH]c3ccccc3c2C1,-9,0
c1ccc(CN(Cc2cccs2)C(c2cccs2)c2nnnn2C2CCCC2)cc1 (stereo not given),-67,-3
O=C(c1cnccn1)N(Cc1ccco1)C1(C(=O)NC2CCCC2)CCCCC1,-8,-2
Cc1cc(C)c(C#N)c(SCC(=O)Nc2nnc(-c3ccccc3)s2)n1,-10,7
COc1cccc(NC(=O)C2CCCN2S(=O)(=O)c2ccc3c(c2)C(C)(C)C(=O)N3C)c1 (stereo not given),-4,-1
Clc1cc2cccnc2c2ncccc12,-1,0
CS(=O)(=O)N1N=C(c2ccco2)CC1c1ccc(Cl)cc1Cl (stereo not given),5,13

Some of these compounds in order of SMILES length, rising.
mol,H9c2 TAG inh,H9c2 TAG inh DAPI viability
Clc1cc2cccnc2c2ncccc12,-1,0
O=C(CCS(=O)(=O)c1ccc(Cl)cc1)NCCC1=CCCCC1,12,-6
CS(=O)(=O)N1N=C(c2ccco2)CC1c1ccc(Cl)cc1Cl (stereo not given),5,13
CC(C)(C)OC(=O)N1CC(O)CC1C(=O)OCC(=O)c1ccccc1 (stereo not given),-4,-1
c1ccc(CN(Cc2cccs2)C(c2cccs2)c2nnnn2C2CCCC2)cc1 (stereo not given),-67,-3
O=C(c1cnccn1)N(Cc1ccco1)C1(C(=O)NC2CCCC2)CCCCC1,-8,-2
COc1cccc(NC(=O)C2CCCN2S(=O)(=O)c2ccc3c(c2)C(C)(C)C(=O)N3C)c1 (stereo not given),-4,-1

Carrying on.
mol,H9c2 TAG inh,H9c2 TAG inh DAPI viability
CCOC(=O)c1c(NC(=O)COC(=O)CCCOc2ccc(OC)cc2)sc(C(=O)N(C)C)c1C,14,2
C#CCOCCOCCOCCNc1nc(N2CCN(C(=O)CCCCCCCCCCNC(=O)[C@@H](CCC(=O)O)n3cc(CCCCCN)nn3)CC2)nc(N2CCN(C(=O)CCCCCCCCCCNC(=O)[C@H](CO)n3cc(CCCSC)nn3)CC2)n1,-20,1
O=C(O)CCCNC(=O)/C(=C\c1ccc(Cl)cc1)NC(=O)c1ccc(Br)cc1,-16,9
O=C(c1ccccc1)N1N=C(C(F)(F)F)CC1(O)c1ccccc1 (stereo not given),7,5
O=C(CN1CCN(S(=O)(=O)c2ccc(F)cc2)CC1)NC1CC1,-1,5
C/C(=N\NC(=O)c1ccccc1O)c1ccc(NC(=O)c2ccccc2)cc1,5,5
CC(C)c1ccc(OCC(O)Cn2cnc3ccccc32)cc1 (stereo not given),-22,8
CC(C)NC(=O)c1onc(CSc2cccc(Cl)c2)c1C(=O)O,-12,0
CN1CCc2c(sc3c2C(=O)NC(c2ccc(-c4ccc(Cl)cc4)o2)N3)C1 (stereo not given),-15,19
CCOc1ccc(C)cc1S(=O)(=O)n1nc(C)cc1C,-2,-5
O=C(CSc1nnc(-c2ccco2)n1Cc1ccccc1)NC(=O)NCc1ccccc1,12,4
O=C(Nc1nc(-c2cccnc2)cs1)c1cccc([N+](=O)[O-])c1,-6,-6

More structures.
mol,H9c2 TAG inh,H9c2 TAG inh DAPI viability
O=C1CC(c2ccccc2)n2nc(NC(=O)c3cccs3)nc2N1 (stereo not given),-6,15
O=C(CSc1nnc(-c2cccc(Br)c2)o1)N1CCNC1=O,-27,7
CCOc1cc(/C=N/NC(=O)C(=O)NCc2cccnc2)ccc1O,-1,5
CCc1nc(SCC(=O)Nc2nnc(C(C)C)s2)n[nH]1,-11,10
CC(C)(C)OC(=O)NNC(=S)NC1CCCCC1,-10,19
NC(=O)C1=C[C@H](c2ccc(C(F)(F)F)cc2)C[C@H](OCc2ccc(CO)cc2)O1,-48,-6
COc1ccc(CC(=O)O/N=C(\N)c2ccc(Br)cc2)cc1OC,0,9
C=CCn1c(SCC(=O)/C(C#N)=C(\C)N)nc2sc(C)c(C)c2c1=O,-14,7
COc1ccc(CNS(=O)(=O)c2cn(C)c(=O)n(C)c2=O)cc1,-2,2
CC(C)(C)OC(=O)N1CCN(C(=O)c2nc[nH]c2C(=O)N2CCN(C(=O)OC(C)(C)C)CC2)CC1,-10,5
OC(COc1cccc2ccccc12)CN1CCOCC1 (stereo not given),-3,5
CN(C)C(=O)COc1ccc2c3c(c(=O)oc2c1)CCCC3,-2,2

Later entries
mol,H9c2 TAG inh,H9c2 TAG inh DAPI viability
CCN(CCC(=O)Nc1cc(OC)cc(OC)c1)Cc1ccccc1,-7,26
COc1ccc(CN2CCNC(=O)C2CC(=O)N(C)CC2CCOCC2)cc1C (stereo not given),2,2
COc1ccc([C@@H](NC(=O)OC(C)(C)C)C(=O)OC(C)(C)C)cc1,20,-1
C[C@H](O)[C@@H]1C(=O)N2CCc3ccc(-c4ccccc4)cc3[C@@H]2C[C@@H]1N(C)C(=O)c1cccnc1,1,-3
Cc1ccsc1C(=O)NNC(=O)c1ccccc1F,4,-1
CS(=O)(=O)c1ccc(-c2cn3cc(C(=O)O)ccc3n2)cc1,-9,5
CCN(CC(=O)Nc1ccc(NC(C)=O)cc1)C(=O)c1ccc(COc2ccccc2)o1,12,6
O=c1oc2ccccc2n1Cc1ccccc1Cl,0,7
COc1cc(C(=O)OC(C)C(=O)N2CCCC2)cc2c1OCCO2 (stereo not given),19,2
COc1ccc(S(=O)(=O)NCC(c2ccco2)N2CCc3ccccc32)cc1 (stereo not given),-16,-2
O=C(CSc1nnnn1C1CCCCC1)N1CCOCC1,5,-5
CC1(C)CN=C(N(C(=O)Nc2ccccc2)c2ccccc2F)S1,-5,12

Next section.
mol,H9c2 TAG inh,H9c2 TAG inh DAPI viability
Fc1cccc(Cl)c1CSc1nnc(CNc2ccccc2)o1,-13,6
CCc1ccc2nc(SCC(=O)N3CC(=O)Nc4ccccc43)c(C#N)cc2c1,51*,-31*
O=c1[nH]c2cc3c(cc2cc1CN(Cc1cccnc1)C(=S)NCc1ccco1)OCCO3,2,17
CCOC(=O)c1cnc2cc(-c3ccc(Br)cc3)nn2c1C,9,-3
COC(=O)c1cn(NC(=O)c2cnccn2)c(=O)c2ccccc12,0,-3
C[C@H](NC(=O)c1ccco1)C(=O)NNC(=O)COc1cccc(C(F)(F)F)c1,-6,1
Cc1ccc(S(=O)(=O)CC(=O)NC(C)c2ccccc2)cc1 (stereo not given),13,1
COc1ccc(C(=O)COc2ccccc2C(N)=O)cc1,5,-4
Cc1csc(N(C(=O)c2cccc(S(=O)(=O)N3CCCC3)c2)c2ccccc2)n1,-16,-1
COC(=O)c1ccc(CNC(=O)CNC(=O)c2sc3ccccc3c2Cl)cc1,-3,8
COc1ccc(NC(=O)CSC2=C(C#N)C(c3ccco3)C3=C(CCCC3=O)N2)c(OC)c1 (stereo not given),-25,-4
NC(=S)NN=C1CCCC(C(F)(F)F)C1 (stereo not given),-6,6

Remaining list, next part:
mol,H9c2 TAG inh,H9c2 TAG inh DAPI viability
CC(C)Sc1nsc2nc(=O)c(/C=C3\C=Nc4ccccc43)c(N)n12,0,2
O=c1cc(-c2ccccc2)[nH]n1-c1ccccc1,14,-3
COc1ccc2c(C)cc(SCC(=O)Nc3nsc(-c4ccc(C)cc4)n3)nc2c1,19,-1
Cc1c(C(=O)O)sc2nc(CSc3ncc(C(F)(F)F)cc3Cl)[nH]c(=O)c12,-9,2
NC(=O)c1ccc(SCC(=O)OCC(=O)N2CCN(C(=O)c3ccco3)CC2)c([N+](=O)[O-])c1,-4,0
CCOc1ccc(/C=N/n2cc(-c3ccccc3)[nH]c2=S)cc1,8,0
Cc1ccc(NC(=O)CSc2nnc(N)s2)cc1S(=O)(=O)N1CCOCC1,1,0
O=C1CCN(S(=O)(=O)c2ccc(Br)cc2)CCN1,-4,5
COc1ccc(C)cc1N(CC(=O)N1CCCCCC1)S(C)(=O)=O,6,-3
COc1ccc(N(C(=O)Cc2cccs2)C2C=CS(=O)(=O)C2)cc1 (stereo not given),-9,17
COc1ccc(C(C)=O)cc1COC(=O)c1ccc(OCc2c(C)noc2C)cc1,22,-14
CCOC(=O)c1ccc(NC2c3ccccc3C(=O)N2c2ccccn2)cc1 (stereo not given),7,-6

Other entries.
mol,H9c2 TAG inh,H9c2 TAG inh DAPI viability
O=C1N=C(N2CCOCC2)S/C1=C\c1cccs1,-5,-1
C[C@H](CO)NC(=O)c1nc[nH]c1C(=O)N[C@@H](C)c1ccccc1,0,-8
O=C(NNC(=O)c1cccs1)c1ccccn1,3,-15
O=S(=O)(NCC1CCCO1)c1ccc(S(=O)(=O)N(Cc2ccccn2)C2CC2)cc1 (stereo not given),-3,2

Not all compounds are listed; the hit share may differ from the screen's.
